RXFP1 ag: activates the human relaxin receptor RXFP1 | Potency, µM (top dose mostly 57.5 µM), for the others: top-dose activation, usual class: activators | Q9HBX9 | HEK293T-RXFP1 cAMP TR-FRET, 30 min; response scale: percent of porcine relaxin response, buffer zero | hit rate 0.3% among 370,000; further: potency means the concentration at half of the fitted maximal effect; on the % scale 0 is the no-effect control and ±100 the full control effect; nearly all actives have a fitted effect of over 60% in size; many of its hits are not listed in these tables
Target sequence (Q9HBX9 whole entry, looked up): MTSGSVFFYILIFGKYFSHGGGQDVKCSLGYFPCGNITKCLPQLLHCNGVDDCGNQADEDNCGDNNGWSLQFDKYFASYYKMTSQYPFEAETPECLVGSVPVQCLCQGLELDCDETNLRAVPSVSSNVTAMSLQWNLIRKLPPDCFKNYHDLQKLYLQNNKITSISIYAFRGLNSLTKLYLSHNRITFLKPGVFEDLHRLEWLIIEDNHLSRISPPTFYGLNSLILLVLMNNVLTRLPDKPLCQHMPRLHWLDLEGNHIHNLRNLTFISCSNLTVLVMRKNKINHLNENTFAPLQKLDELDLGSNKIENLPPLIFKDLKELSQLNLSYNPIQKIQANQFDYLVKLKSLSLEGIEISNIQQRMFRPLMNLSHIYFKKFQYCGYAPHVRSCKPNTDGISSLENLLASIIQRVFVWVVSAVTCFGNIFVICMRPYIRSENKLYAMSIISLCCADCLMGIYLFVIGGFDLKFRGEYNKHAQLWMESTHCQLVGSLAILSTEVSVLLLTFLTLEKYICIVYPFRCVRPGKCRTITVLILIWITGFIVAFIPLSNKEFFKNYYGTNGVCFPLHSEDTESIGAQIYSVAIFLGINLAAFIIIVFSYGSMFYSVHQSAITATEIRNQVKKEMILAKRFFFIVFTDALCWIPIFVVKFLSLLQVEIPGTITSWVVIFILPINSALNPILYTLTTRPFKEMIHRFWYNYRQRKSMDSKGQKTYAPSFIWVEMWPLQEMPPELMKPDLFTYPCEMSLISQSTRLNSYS
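Agonist response is measured as cAMP accumulation in an RXFP1-transfected HEK293T line under PDE4 inhibition. Values are scaled between buffer-only and 29 nM porcine relaxin, and EC50s come from standard Hill equation fits.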
D1 ag: agonists of human D1 dopamine receptor; activation, % at 2 µM; P21728; AID 504660; hit rate 1% among 360,000; HEK293 T-REx D1 cells, calcium flux, agonist mode; in the data active means activation above about 30%; further: 0% is about no effect
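Tetracycline-induced HEK293 TREx D1 cells, force-coupled to calcium signalling, were dye-loaded with a no-wash calcium kit. Compound was pin-added after a 10 s baseline. Fluorescence was read kinetically at 1 cycle/s for 180 s, with calcium rises flagged as agonism.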
RXFP1 antagonist: antagonists of human relaxin receptor RXFP1 | Q9HBX9 | HEK293-RXFP1, relaxin-stimulated cAMP HTRF, 30 min; hits give low values | activity change, negative = inhibition, % at 57.5 µM | hit rate 0.59% among 350,000;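 active means activity change of -60% or lower, but not beyond a set lower limit; inconclusive means change between -60% and -40%, or beyond the set limit; inactive means change above -40%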; further: on the % scale 0 is the no-effect control and ±100 the full control effect
Anesthetic bind: candidate novel general anesthetic via apoferritin binding; P02791; apoferritin/1-aminoanthracene competitive binding, fluorescence; Potency, µM (highest dose often 77.5 µM), for the others: at the top dose activity change, negative = displacement, actives largely listed as inhibitors; hit rate 0.074% among 350,000; further: potency means the concentration at half of the fitted maximal effect; on the % scale 0 is the no-effect control and ±100 the full control effect; nearly all actives have a fitted effect of over 20% in size
Target sequence (P02791 2-175 limits assumed): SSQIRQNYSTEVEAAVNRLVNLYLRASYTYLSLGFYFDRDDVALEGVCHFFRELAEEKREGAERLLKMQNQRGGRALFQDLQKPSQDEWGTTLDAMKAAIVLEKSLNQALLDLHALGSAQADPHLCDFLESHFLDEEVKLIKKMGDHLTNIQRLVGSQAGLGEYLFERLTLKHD
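Horse-spleen apoferritin (10 uM) in 50% saturated 1-aminoanthracene in PBS was incubated 10 min at room temperature with compound. Fluorescence (ex 380, em 535 nm) was normalized to free and bound 1-AMA, with concentration-response fitted by a four-parameter Hill equation.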
TRHR PAM: allosteric enhancers of human TRH receptor. enhancement, % at 2 µM. TRHR cells, fluo-8 calcium fluorescence, EC20 TRH enhancement. P34981. hit rate 0.66% among 360,000; in the data active means enhancement above about 30%; further: 0% is about no effect
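TRHR-expressing cells loaded with fluo-8 calcium dye were read kinetically (ex 480/em 530) during compound addition, then stimulated with an EC20 of TRH (10 nM final). Enhancement of the Gq-mediated intracellular calcium response was scored.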
TRHR agonist: TRH receptor (human) agonism; activation, % at 2 µM; AID 493084; P34981; TRHR cells, calcium flux fluo-8, FDSS agonist mode; hit rate 0.18% among 360,000; in the data active means activation above about 30%; further: 0% is about no effect
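Steps: seed TRHR cells overnight; add fluo-8 no-wash Ca dye, RT 30 min–1.5 h; record 10 s baseline; pin-transfer compounds; monitor fluorescence 1 cycle/s for the agonist window. Calcium increases flag candidate agonists.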
D2 PAM: positively modulates the human D2 dopamine receptor allosterically | P14416 | HEK293 T-REx D2, calcium flux, EC20 dopamine potentiation | potentiation, % at 10 µM | hit rate 0.34% among 340,000 | AID 485347;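 active means potentiation over 3 SD above the plate norm, cut at about 30% in these data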; further: 0% is about no effect
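Cells plated with tetracycline inducer and held overnight at 30 C; calcium dye loaded 30–90 min at room temperature; baseline taken, compound added and read 180 s; EC20 dopamine then added and read 180 s.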
D1 potentiator: human D1 dopamine receptor positive modulation | P21728 | HEK293 TREx D1 cells, calcium flux, dopamine EC20 potentiation | potentiation, % at 10 µM | hit rate 0.036% among 360,000; in the data active means potentiation above about 30%; further: 0% is about no effect
D1 antagonist: human D1 dopamine receptor antagonism; AID 504652; hit rate 3.2% among 360,000; HEK293 TREx D1 cells, calcium flux, dopamine EC80; hits give low values; activity change, negative = inhibition, % at 10 µM; in the data active means activity change below about -30%; further: on the % scale 0 is the no-effect control and ±100 the full control effect
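Compound effects on dopamine-evoked calcium signalling were measured in tetracycline-induced HEK293 Trex D1 cells. Dopamine at EC80 followed a 180 s compound pre-read, and fluorescence was tracked kinetically for 180 s more.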
Active calls of the source: *; u = inconclusive; x = no result given; [ ] = another dose, or the depositor's remark. Unless noted, the call rests on the fitted dose curve; in most records, active means well fitted curve in the direction sought with a large enough effect; inconclusive means small, poorly fitted or top-dose-only effect, or another doubt; inactive means no such curve, though single readings can be large; an effect the other way counts as inactive or inconclusive. A portion of the library; the hit share may differ from the screen's.

SMILES	RXFP1 ag	D1 ag	RXFP1 antagonist	Anesthetic bind	TRHR PAM	TRHR agonist	D2 PAM	D1 potentiator	D1 antagonist
Cc1ccc(S(=O)(=O)NCCC(=O)NCCSc2ccc(Br)cc2)cc1	-0.4%	1	-7	u	8	-2.7	-5	4	-7
Cc1ccc(F)c(CNC(=O)C2CCC(=O)N(CCCN3CCCC3=O)C2)c1F (configuration not stated)	-0.2%	4	-16	-7%	-3	0.6	14	1	-5
CCCC1CCC(=NNS(=O)(=O)c2ccc(C)c([N+](=O)[O-])c2)CC1 (configuration not stated)	0.5%	1	-10	9%	5	1.6	-5	-3	-8
CC1(C)Cc2c(sc(NC(=O)C(=O)NCCCN3CCOCC3)c2C#N)CO1	0.1%	2	10	-3%	-7	0.2	1	2	8
Fc1ccc(-c2nnc(CN3CCN(c4ncc(C(F)(F)F)cc4Cl)CC3)o2)cc1	-1.0%	2	0	-10%	-2	0.2	7	4	-5
COc1cc(C(=O)N2CCN(S(=O)(=O)c3ccc(F)cc3)CC2)cc(OC)c1OC	-0.3%	3	1	-1%	-4	0.3	-5	-2	-13
O=C(c1cc2nc(-c3ccccc3)cc(-c3ccccc3)n2n1)N1CCCC1	9.1%	3	1	-15%	-3	-1.0	18	1	-2
NNC(=O)CN1C(=O)Nc2ccc(Cl)cc2C1c1ccccc1 (configuration not stated)	0.7%	2	7	0%	-7	-0.5	-7	13	1
O=C(COc1ccc(S(=O)(=O)N2CCCCC2)cc1)NC1CCCCC1	1.5%	2	-8	-17%	-4	0.1	-19	-2	29
O=C(CCNS(=O)(=O)c1cccc(Cl)c1)OCC(=O)N1CCN(C(=O)c2ccco2)CC1	0.7%	1	-27	x	4	0.4	8	-2	-7
COc1ccc(-n2c(Cc3cccn3C)nnc2SCC(=O)Nc2ccccc2OC)cc1	0.9%	2	16	0%	-2	0.4	-3	5	1
CC(=O)c1ccc(NC(=O)Nc2ccc(S(=O)(=O)N3CCCC3)cc2)cc1	-0.7%	16	-21	u	-1	2.7	0	-2	-15
O=C(NNc1ccc(F)cc1F)C1CCC1	-0.9%	0	4	-6%	-1	0.0	0	0	1
CCS(=O)(=O)N1CCN(c2ccccc2F)CC1	5.9%	1	3	-5%	2	0.5	3	-10	6
O=c1oc(-c2cccnc2)nc2ccccc12	-0.2%	2	-30	-8%	7	0.1	-6	0	12
Cc1cccc(OCc2nnc(SCC(=O)Nc3ncc(C)s3)o2)c1	-2.0%	-1	-9	-18%	-1	0.0	-13	-2	-27
CC(C)N(C(=O)Cn1c(SCC(=O)N2CCN(c3ccccc3)CC2)nc2ccccc21)C(C)C	-0.3%	3	-11	-7%	1	-0.1	-11	-3	9
O=C(NCc1ccccc1)NC1COc2ccccc2C1 (configuration not stated)	0.3%	0	1	59%[activator]	1	-0.1	-10	-3	2
CC(C)c1ccc(S(=O)(=O)c2cnc(SCC(=O)Nc3ccc4c(c3)OCCO4)[nH]c2=O)cc1	-0.3%	0	x	6%	0	0.3	15	-1	-9
CCOc1ccccc1/C=C/C(=O)NCC(=O)N1CCC(N(C)C2CCCCC2C)CC1 (configuration not stated)	-1.4%	5	5	-14%	4	0.3	8	3	1
CC(C)OC(=O)CC12CN3CN(C1)CC(CC(=O)OC(C)C)(C3)C2=O	3.7%	1	-4	1%	7	1.1	14	4	-4
O=C(Nc1ccc([N+](=O)[O-])cc1)Nc1ccc(OC(F)F)c(Cl)c1	1.3%	25	u	-2%	-8	2.5	1	-17	-49*
COc1ccc(S(=O)(=O)NCCc2ccccc2)cc1	0.4%	0	-12	u	-2	-1.9	-7	0	1
CC(=O)NC(=S)Nc1ccc(NC(=O)COc2ccc(C(C)C)cc2)cc1	1.4%	1	-4	-12%	12	0.3	-4	-3	29
COc1ccc(C2CC(c3cccs3)=NN2S(C)(=O)=O)cc1 (configuration not stated)	4.1%	2	-3	-8%	-2	0.2	4	-9	-3
Cc1nn(C)cc1/C=N\NC(=O)c1ccc(Cn2cc(Cl)cn2)cc1	0.7%	1	-5	0%	-1	0.8	x	-3	-5
COC(=O)C1=CN(Cc2ccccc2)C=C(C(=O)OC)C1c1cc(F)ccc1F	7.2%	5	-9	159%[activator]	-4	0.7	16	1	3
CC(=O)N1c2ccccc2N2C(c3c(C)c(C)cc(C)c3C)=NON12	0.0%	2	3	u	-5	0.0	3	-7	-16
O=C1CNC(=S)N1Cc1cccc(Cl)c1	-2.5%	0	-4	3%	11	-0.8	3	3	-1
COc1ccc(-n2nnnc2S(=O)(=O)Cc2ccc(C(=O)O)cc2)cc1	-0.5%	3	-1	13%	-1	-1.5	x	-4	1

Full records, quoted from the list. Screens in order: RXFP1 ag	D1 ag	RXFP1 antagonist	Anesthetic bind	TRHR PAM	TRHR agonist	D2 PAM	D1 potentiator	D1 antagonist
`COc1ccc(C2CC(c3cccs3)=NN2S(C)(=O)=O)cc1` (configuration not stated) is listed as 4.1%	2	-3	-8%	-2	0.2	4	-9	-3
`Cc1cccc(OCc2nnc(SCC(=O)Nc3ncc(C)s3)o2)c1` is listed as -2.0%	-1	-9	-18%	-1	0.0	-13	-2	-27
`CC(=O)N1c2ccccc2N2C(c3c(C)c(C)cc(C)c3C)=NON12` is listed as 0.0%	2	3	u	-5	0.0	3	-7	-16

(listing goes on)
SMILES	RXFP1 ag	D1 ag	RXFP1 antagonist	Anesthetic bind	TRHR PAM	TRHR agonist	D2 PAM	D1 potentiator	D1 antagonist
O=C(COc1ccccc1)Nc1ccc2oc(=O)ccc2c1	3.0%	5	9	-2%	-1	-0.1	-13	-8	-11
S=C(Nc1ccc2nsnc2c1)N1CCCCCC1	0.3%	7	-2	-8%	1	0.0	x	-1	-15
O=C(COC(=O)CCS(=O)(=O)c1ccc(Cl)cc1)Nc1ncc(Cl)cc1Cl	1.5%	0	-22	-16%	18	0.0	-6	-1	9
O=C(Nc1ccc(CN2CCCCC2)cc1)c1cc(Br)ccc1Cl	0.1%	5	-5	u	8	1.0	-7	2	-17
Cc1ccc2c(c1)C1CC(C)(O2)N(c2cccc(C(=O)NCc3ccccn3)c2)C(=O)N1 (configuration not stated)	0.9%	1	-13	-11%	15	-0.5	-10	-3	1
CC1CC(C)CN(C(=O)c2ccc(CSc3nc4ccncc4[nH]3)cc2)C1 (configuration not stated)	2.8%	-1	x	-15%	2	-0.3	4	-3	-12
Cc1cccc(NC(=O)N2CCC(NC(=O)c3ccccc3C)CC2)c1	-0.1%	2	2	-5%	6	-0.1	7	2	-5
O=C(O)C1(NS(=O)(=O)c2ccc(Cl)cc2)CCCCC1	0.3%	0	0	-8%	-7	0.2	-9	-1	x
CC12C=CC3(O1)C(C(=O)N(c1cccnc1)C3C(=O)NC1CCCCC1)C2C(=O)Nc1ccccc1 (configuration not stated)	1.0%	2	7	-6%	7	-0.3	16	11	10
COc1cc(/C=N/NC(=O)c2cccnc2)ccc1OC(=O)c1cccc(Br)c1	-0.1%	1	u	-7%	-6	3.9	2	-13	-15
Cc1nn(Cc2ccc(C(=O)N3N=C(C(F)F)CC3(O)C(F)F)cc2)c(C)c1[N+](=O)[O-] (configuration not stated)	-0.1%	11	8	u	-3	1.4	-15	-7	-31*
CCOC(=O)CN1C(=O)C(CC)Oc2ccc(Cl)cc21 (configuration not stated)	-0.6%	3	-1	-6%	-9	-0.9	7	-2	-18
Cc1ccc(C2=N/C(=C\N3CCCCC3)C(=O)O2)cc1	0.2%	5	11	-5%	-12	-0.6	1	4	-8
Cn1c(=O)n(C)c2cc([N+](=O)[O-])c(N3CCN(C(=O)c4cccc(F)c4)CC3)cc21	2.3%	6	-6	u	-4	0.5	11	-2	-9
COc1ccc(CNC(=O)c2cc(C(=O)C3CC3)c[nH]2)cc1	2.0%	6	6	-3%	-4	-0.5	-6	-4	15

A different layout for part of the listing above:
SMILES: O=C(O)C1(NS(=O)(=O)c2ccc(Cl)cc2)CCCCC1
  RXFP1 ag: 0.3%
  D1 ag: 0
  RXFP1 antagonist: 0
  Anesthetic bind: -8%
  TRHR PAM: -7
  TRHR agonist: 0.2
  D2 PAM: -9
  D1 potentiator: -1
  D1 antagonist: x

SMILES: CC12C=CC3(O1)C(C(=O)N(c1cccnc1)C3C(=O)NC1CCCCC1)C2C(=O)Nc1ccccc1 (configuration not stated)
  RXFP1 ag: 1.0%
  D1 ag: 2
  RXFP1 antagonist: 7
  Anesthetic bind: -6%
  TRHR PAM: 7
  TRHR agonist: -0.3
  D2 PAM: 16
  D1 potentiator: 11
  D1 antagonist: 10

(listing goes on)
SMILES	RXFP1 ag	D1 ag	RXFP1 antagonist	Anesthetic bind	TRHR PAM	TRHR agonist	D2 PAM	D1 potentiator	D1 antagonist
COc1ccc(NC(=O)c2cc3c(Cl)nc4ccccc4c3s2)c(OC)c1	0.9%	0	-5	-3%	7	0.2	-7	-5	3
O=C(COc1ccc2c(c1)C(=O)CC1(CCCCC1)O2)NCc1ccccn1	1.7%	5	7	182%[activator]	-3	-0.4	6	-2	-28
COc1cccc(NC(=O)CN(C)C(=O)c2ccc3[nH]c4c(c3c2)CC(C)CC4)c1 (configuration not stated)	3.4%	1	-22	x	7	0.2	25	-5	-15
Cc1c(O)c(CN2CCCC2)cc2c1oc(=O)c1ccccc12	4.1%	2	0	-19%	8	-0.1	-14	-7	4
CCN(CC)c1ccc(CC(=O)NC(C)Cc2ccccc2)cc1 (configuration not stated)	0.0%	1	-11	-19%	-4	-1.0	13	1	-7
Cc1nn(Cc2ccccc2Cl)c2sc(C(=O)NC(C)(C)C)cc12	1.1%	2	-7	-20%	-2	-0.3	0	-3	8
C#CCOCCOCCOCCNc1nc(N2CCN(C(=O)CCCCCCCCCCNC(=O)[C@H](CO)n3cc(CCCSC)nn3)CC2)nc(N2CCN(C(=O)CCCCCCCCCCNC(=O)[C@H](CCCCN)n3cc(C[C@@H](C)CC)nn3)CC2)n1	2.0%	1	x	x	-7	0.1	-6	9	6
CCC(=O)Nc1cccc(NC(=O)CSc2nnnn2C2CCCC2)c1	-3.0%	1	6	-22%	0	0.6	4	3	-1
O=C(OC1CCCCC1)c1ccc(NC(=O)C2CCCCC2)cc1	-0.4%	5	-7	u	1	1.7	0	-2	-2
O=C(NCCc1ccc2c(c1)OCCO2)c1cc(S(=O)(=O)N2CCCC2)ccc1Cl	-0.4%	16	-4	x	2	0.0	7	-6	-32*
Cc1c(CNC2CCC(C)CC2)c(C(=O)O)c(C)n1Cc1ccccc1 (configuration not stated)	0.6%	2	14	1%	-9	0.6	9	-5	1
CN1CCN(c2nc(NCc3ccco3)nc(N)c2[N+](=O)[O-])CC1	5.3%	2	-2	-14%	-6	-0.3	-24	-4	-6
Cc1ccc(C(=O)NC(=S)Nc2ccccc2C(F)(F)F)c(C)c1	2.1%	-1	-7	3%	-5	0.4	-8	-4	10
